Screens: PubChem, National Center for Advancing Translational Sciences (NCATS)
Menin-MLL TR inh = displaces Texas Red mutant MLL peptide from human menin | O00255 | Menin + Texas Red MLL mutant peptide, fluorescence polarization | Potency, µM (top dose mostly 61.6 µM), inactives show at the top dose FP activity change, negative = inhibition, usual class: inhibitors | actives 0.23% (n = 270,000); active = well fitted inhibition curve with a large enough effect in the polarisation, with a control signal flat, not every such curve was filed as active; inconclusive = small, poorly fitted or top-dose-only effect, or effect the other way, or a change in a side signal; inactive = no such curve, though single readings can be large or run the other way; the % refers to the polarisation; note: potency is the fitted concentration of half-maximal effect; % of control where 0% means no effect; many of its hits are not listed in these tables
hERG WT inh = KCNH2 (human, wildtype) channel inhibition; U2OS, BacMam KCNH2, thallium flux FluxOr; stronger effect = lower value; activity change, % at 1.84 µM; actives 0.37% (n = 340,000); AID 720551;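 active = maximum activity change below -70%; inconclusive = maximum activity change between -70% and -50%; inactive = maximum activity change above -50%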; note: % is set by controls: 0 for no effect and ±100 for the full control effect
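U2OS cells were transduced with wild-type KCNH2 virus (2.03 x 10^8 / mL) for 4 h at room temperature, then cultured overnight at 37 C. Thallium flux was read with FluxOr dye. Rate constants were normalized to DMSO controls.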
B2AR arrestin = agonists driving beta-arrestin recruitment to human beta2-adrenergic receptor; Potency, µM (doses to about 46.1 µM), inactives show at the highest dose activation, hits mostly activators; beta-arrestin recruitment to beta2AR, cell-based reporter; actives 0.02% (n = 330,000); AID 492947;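 note: potency is the fitted concentration of half-maximal effect; 0% = DMSO controls and full agonism = EC100 isoproterenol or metaproterenol; nearly all actives have a fitted effect of over 65% in size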
Target sequence (P07550 whole entry, looked up): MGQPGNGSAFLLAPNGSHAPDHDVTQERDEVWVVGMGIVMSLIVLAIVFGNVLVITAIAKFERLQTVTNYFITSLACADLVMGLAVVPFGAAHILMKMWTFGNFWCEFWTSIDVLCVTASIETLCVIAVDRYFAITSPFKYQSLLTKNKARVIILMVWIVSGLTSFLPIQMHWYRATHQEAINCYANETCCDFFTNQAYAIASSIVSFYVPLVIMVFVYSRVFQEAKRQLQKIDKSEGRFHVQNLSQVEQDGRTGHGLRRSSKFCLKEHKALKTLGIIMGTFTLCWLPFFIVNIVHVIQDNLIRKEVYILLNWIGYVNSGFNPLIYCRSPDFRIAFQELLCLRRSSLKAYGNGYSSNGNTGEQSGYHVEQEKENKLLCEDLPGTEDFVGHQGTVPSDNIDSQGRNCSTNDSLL
USP2a inh = blocks human ubiquitin-specific protease USP2a | USP2 core, Ub-CHOP2 coupled fluorogenic reporter, 485/531 | actives 0.01% (n = 330,000) | AID 463254 | Potency, µM (series often up to 38.3 µM), for the others: at the top dose activity change, negative = inhibition, actives largely listed as inhibitors | O75604;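 note: potency is the fitted concentration of half-maximal effect; plate controls were DMSO wells for no effect and full inhibition by NEM control for full effect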
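USP2 core (10nM final) preincubated 30min RT with compound in 20mM Tris-HCl pH 8.0, 2mM CaCl2, 2mM beta-mercaptoethanol, 0.05% CHAPS; 25nM Ub-CHOP2 plus 25nM reporter substrate added, fluorescence (Ex485/Em531) read after 60min.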
PKM2 activator = activators of human pyruvate kinase M2 | AID 1631 | P14618 | Potency, µM (top dose mostly 57.5 µM), without a hit: at the highest dose activation, hits mostly activators | actives 0.34% (n = 260,000) | purified PKM2, Kinase-Glo ATP luminescence, activation; response scale: 0% is enzyme alone, no compound; note: potency is the fitted concentration of half-maximal effect; % is set by controls: 0 for no effect and ±100 for the full control effect; nearly all actives have a fitted effect of over 55% in size
Target sequence (P14618 whole entry, looked up): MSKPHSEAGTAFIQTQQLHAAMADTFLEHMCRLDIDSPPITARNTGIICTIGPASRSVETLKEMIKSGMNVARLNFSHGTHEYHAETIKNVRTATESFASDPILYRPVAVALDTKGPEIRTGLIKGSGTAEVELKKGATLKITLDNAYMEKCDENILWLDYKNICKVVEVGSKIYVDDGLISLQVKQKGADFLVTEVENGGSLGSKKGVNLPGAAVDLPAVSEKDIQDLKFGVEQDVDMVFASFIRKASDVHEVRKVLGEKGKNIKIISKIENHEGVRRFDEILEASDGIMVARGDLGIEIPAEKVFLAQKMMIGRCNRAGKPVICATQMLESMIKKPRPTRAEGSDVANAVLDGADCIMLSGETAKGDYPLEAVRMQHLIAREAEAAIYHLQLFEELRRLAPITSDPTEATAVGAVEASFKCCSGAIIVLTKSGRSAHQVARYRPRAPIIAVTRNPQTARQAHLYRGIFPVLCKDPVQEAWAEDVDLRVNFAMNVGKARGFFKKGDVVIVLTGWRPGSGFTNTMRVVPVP
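Kinase-Glo luminescence reports ATP generated from ADP (0.1 mM) and PEP (0.5 mM) by purified hPK-M2 after 1 h at room temperature, pH 7.2 imidazole buffer; intermediate enzyme activity allows detecting inhibitors and activators.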
GALK inhibitor = blocks human galactokinase activity; P51570; Purified GALK, Kinase-Glo residual ATP luminescence; Potency, µM (top dose mostly 57.5 µM), for the others: at the highest dose activity change, negative = inhibition, usual class: inhibitors; actives 0.007% (n = 270,000); AID 1868; note: potency is the fitted concentration of half-maximal effect; % is set by controls: 0 for no effect and ±100 for the full control effect
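The enzyme phosphorylates galactose (100 uM) using ATP (35 uM); inhibition is detected as higher residual ATP, quantified by bioluminescence after 1 h reaction at room temperature, pH 8.0.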
TRPV1 ag = activates the human vanilloid receptor TRPV1. actives 0.19% (n = 320,000). activation, % at 8.33 µM. Q8NER1. TRPV1-expressing cells, Fluo-8 calcium influx, agonist mode. AID 540275; in the data active = activation above about 80%; inconclusive = between about 30% and that limit; note: 0% is about no effect
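Fluo-8 calcium influx in TRPV1-expressing cells, kinetic read (ex 480/em 520 nm). Compound added and read 3 min for agonist activity, followed by capsaicin at EC20 final and 2 min further read for enhancement.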
MLL CXXC-DNA inh = blocks binding of human MLL CXXC domain to DNA; Q03164; MLL-CXXC / FITC-HOXA9 DNA fluorescence polarization; Potency, µM (titrated, usually from 115 µM), for inactives: at the highest dose activity change, negative = inhibition, most hits filed as inhibitors; actives 0.037% (n = 290,000); AID 2662; active = well fitted inhibition curve with a large enough effect in the polarisation, with a control signal flat, not every such curve was filed as active; inconclusive = small, poorly fitted or top-dose-only effect, or effect the other way, or a change in a side signal; inactive = no such curve, though single readings can be large or run the other way; the % refers to the polarisation; note: potency is the fitted concentration of half-maximal effect
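Steps: dispense CXXC domain solution (7 uM) → pin compounds or unlabeled HOX-A9 DNA control → 5 min ambient → add FLSN-HOX-A9 solution (50 nM) → spin → 30 min ambient → fluorescence polarization. Tris pH 7.5/NaCl/DTT/BSA buffer.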
KCNH2 3.1 inh = blocks the human KCNH2 3.1 channel isoform; activity change, % (tested at about 1.8 µM); AID 720553; U2OS KCNH2 3.1, thallium flux FluxOr; stronger effect = lower value; actives 0.95% (n = 340,000);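 active = maximum activity change below -70%; inconclusive = maximum activity change from -70% to -50%; inactive = maximum activity change above -50%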;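 note: thallium influx rate constant from kinetic fluorescence after stimulation buffer; % is set by controls: 0 for no effect and ±100 for the full control effect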
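U2OS cells transduced with KCNH2 3.1 mutant virus (1.77 x 10^8 /mL, 4 h), plated overnight at 37 C, loaded 45 min with FluxOr dye plus Red40 quencher. Thallium flux rate constant from kinetic reads after stimulation buffer, normalised to controls.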
Coupling enz = coupling enzyme interference in Giardia aldolase counter-screen; coupling enzyme system counterscreen, AmpLite Red fluorescence; activity change, negative = inhibition, % at 58.2 µM, hits read low; actives 0.67% (n = 290,000); AID 2472; in the data active = activity change below about -30%; note: % is set by controls: 0 for no effect and ±100 for the full control effect
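Compounds tested against the coupling enzymes alone at 57.5 uM final; readout was AmpLite Red fluorescence (525/598 nm) after 20 min at RT.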
Giardia killer = kills Giardia lamblia; AID 540267; actives 0.15% (n = 340,000); Giardia lamblia trophozoite viability; activity change, % at 7.66 µM, hits read low; in the data active = activity change below about -80%; inconclusive = between about -30% and that limit;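 note: parasites exposed to compound for two days anaerobically before the ATP read; % is set by controls: 0 for no effect and ±100 for the full control effect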
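Luminescent ATP signal served as the viability read-out, measured 15-30 min after adding ATP detection reagent to trophozoites that had been incubated with compounds for 48 hrs at 37 deg C anaerobically at 100 cells/well.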
The depositor's hits bear a star; ? = inconclusive; · = not tested or not shown; [ ] = remark or other dose. Unless noted, calls come from the whole dose curve; as a rule, active = well fitted curve in the direction sought with a large enough effect; inconclusive = small, poorly fitted or top-dose-only effect, or another doubt; inactive = no such curve, though single readings can be large; an effect the other way counts as inactive or inconclusive. Only part of the results is shown; rates above refer to the full screens.

SMILES	Menin-MLL TR inh	hERG WT inh	B2AR arrestin	USP2a inh	PKM2 activator	GALK inhibitor	TRPV1 ag	MLL CXXC-DNA inh	KCNH2 3.1 inh	Coupling enz	Giardia killer
COc1ccc(/C=C2\SC(=O)NC2=S)cc1OC	?	8	-0.8%	12%	-21%	-2%	5	?	-4	9	-7
O=C(CN1C(=O)C2C3C=CC(C3)C2C1=O)OCC(=O)c1ccccc1 (stereo not given)	3%	-12	-2.4%	0%	6%	0%	12	6%	5	3	-8
Nc1ncc(CN2CCCC(C(=O)Nc3ccc(-c4ccco4)cc3)C2)cn1 (stereo not given)	·	-5	-0.9%	3%	·	5%	6	14%	6	·	-12
COc1ccccc1NC(=O)c1sc2ncn(Cc3ccc(C)cc3)c(=O)c2c1C	21%	-6	-0.1%	0%	-2%	0%	3	25%	-1	0	14
NC(=O)c1c(NC(=O)CN2C(=O)NC(Cc3ccccc3)C2=O)sc2c1CCC2 (stereo not given)	·	0	0.3%	0%	-13%	-5%	-2	5%	11	5	-1
Cc1cc(=O)oc(C)c1C(=O)NCc1ccccc1	6%	0	-0.2%	0%	-15%	·	-1	-6%	3	7	7
N#C/C(=C(/O)c1ccc(C(=O)c2ccccc2)cc1)c1nc2ccccc2[nH]1	·	0	-1.1%	2%	-2%	0%	-3	10%	-8	-3	-10
Cc1ccc(CSCC(=O)Nc2c(C)n(C)n(-c3ccccc3)c2=O)cc1	-5%	-9	0.0%	-2%	-2%	1%	-1	8%	2	1	0
N#C/C(=C(/O)COC(=O)CSc1ccc2ccccc2c1)c1nc2ccccc2[nH]1	?	11	-0.8%	0%	-2%	-2%	-2	7%	1	2	-5
O=C(Nc1cccnc1)C1CCN(S(=O)(=O)c2cccc3nonc23)CC1	19%	1	-0.6%	0%	1%	2%	?	1%	-1	3	1
COc1cc(N(Cc2ccccc2)Cc2ccccc2)c2ncn(C(C)C)c2c1	·	1	0.4%	-2%	·	·	28	·	-1	·	-4
COc1ccc(OC)c(-c2nnc(SCC(=O)N3CCCC3)o2)c1	-8%	-4	0.2%	-2%	0%	-2%	-2	-5%	-9	-1	1
CCOC(=O)N1CCC(NC(=O)c2cc3c(-c4cccc(OC)c4)nn(C)c3s2)CC1	-3%	-3	-0.1%	-3%	-7%	0%	-5	-2%	9	1	8
c1cncc(CNc2ncnc3sc4c(c23)CCC4)c1	-1%	0	-0.1%	-6%	-7%	0%	1	8%	14	3	-22
O=C(CCC(=O)c1ccc(F)cc1)Nc1cc(Cl)cc(Cl)c1	13%	-5	-0.4%	1%	-2%	·	15	14%	-1	0	16
Cc1ccc(NC(=O)COC(=O)CCC(=O)c2cccs2)c(C)c1	-14%	-3	0.2%	3%	1%	-6%	11	5%	-24	2	0
Cc1ccccc1OCC(=O)OCC(=O)Nc1cc(C(F)(F)F)ccc1N1CCOCC1	13%	1	-0.4%	2%	-2%	0%	14	-2%	3	3	9
O=C(c1ccc(S(=O)(=O)N2CCCC2)cc1)N1CCCCCC1	·	2	7.1%	0%	-1%	0%	2	1%	-12	0	5
COc1ccc(OC)c(NC(=O)Nc2ccc3c(c2)CCC3)c1	?	-3	0.4%	2%	1%	4%	-1	?	11	-4	11
COc1ccccc1NC(=O)CN(c1ccc(C)cc1)S(=O)(=O)c1c(C)n[nH]c1C	?	6	0.9%	-4%	6%	-2%	3	18%	0	-8	5
Cc1ccc(NC(=O)c2cc(S(=O)(=O)N3CCc4ccccc43)cn2C)cc1C	?	5	-0.3%	2%	2%	·	3	·	2	-2	1
Cc1ccc2oc(C(=O)N3CCCCCC3)c(C)c2c1	·	-4	0.2%	-1%	2%	-6%	21	10%	-7	·	-23
CCCCOc1ccc(C(=O)N/C(=C\c2ccc([N+](=O)[O-])cc2)C(=O)OCc2ccco2)cc1	14%	13	-0.9%	3%	1%	2%	-1	9%	-8	-4	-19
N#CCCNC(=O)CCN1CCCCC1	3%	-7	0.2%	1%	6%	1%	-2	-6%	-17	-1	-24
CCOc1ccc(CCNC(=O)Cc2ccc(S(=O)(=O)N3CCOCC3)s2)cc1OCC	·	-22	-0.2%	0%	·	·	2	·	-6	·	7
O=C(N1CCOCC1)C(F)(F)C(=O)N1CCOCC1	-22%	4	-0.1%	-1%	-1%	0%	1	-14%	4	-1	-11
Cc1cc(N2CCC(C(N)=O)CC2)nc(-c2ccccc2)n1	12%	-3	-0.2%	2%	-3%	0%	1	-5%	-6	-1	-2
Cc1ccc(C(=O)COC(=O)c2ccccc2NC(=O)c2ccccc2)cc1[N+](=O)[O-]	-4%	29	-1.2%	-1%	-8%	0%	2	7%	-14	0	17
Cc1ccc2oc(=O)n(CC(=O)OC(C)C)c2c1	-11%	-7	-0.2%	0%	-1%	-3%	-2	-3%	-2	0	1
CC(C)Nc1nc(NC(C)C)nc(N(C)C#N)n1	0%	1	-0.1%	-2%	1%	1%	0	-6%	-3	4	2
Cc1cc(C)c(C#N)c(SCC(=O)C2CC2)n1	·	2	-0.1%	2%	-4%	4%	0	1%	11	1	20
COc1cccc(CC(=O)OCC(=O)c2cc(OC)ccc2OC)c1	·	0	0.0%	0%	·	·	15	·	-5	·	28
COc1ccccc1NC(=O)CSc1nnc(CNC(=O)c2ccccc2F)o1	·	4	0.1%	3%	·	-5%	1	0%	10	·	8
O=c1c2cccnc2nc2n1CCCCC2	2%	1	0.3%	1%	1%	0%	-1	6%	-21	1	-1
CSc1ccc(NC(=O)N2CCN(c3nc4ccccc4s3)CC2)cc1	·	15	-0.2%	-1%	-3%	-4%	?	35%[activator]	2	0	-18
O=C(NCC(O)CN1CCOCC1)c1ccc([N+](=O)[O-])cc1 (stereo not given)	22%	2	-0.2%	0%	-4%	-1%	4	-8%	-1	3	-6
CCOC(=O)CN1CC23C=CC(O2)C(C(=O)Nc2ccc4c(c2)OCO4)C3C1=O (stereo not given)	0%	1	-0.2%	1%	1%	0%	-2	10%	-1	-1	?
CCOC(=O)Cc1ccc(NCc2ccc(Cl)cc2)cc1	9%	-3	-0.2%	-6%	-2%	4%	6	3%	0	-13	19
COc1cccc(N2CC(O)Cn3c2nc2c3c(=O)n(CCCc3ccccc3)c(=O)n2C)c1 (stereo not given)	-4%	4	0.2%	-1%	-3%	2%	1	3%	6	0	3
O=C(CN1CCN(c2ccccc2O)CC1)NNC(=O)c1ccc(Cl)cc1	-6%	1	-0.2%	3%	-10%	2%	1	3%	4	-2	-26
Clc1ccccc1COc1ccccc1-c1nnco1	8%	2	-0.5%	-2%	-2%	-2%	3	2%	2	0	3
COc1ccccc1CNC(=O)c1ccc2c(=O)n3c(nc2c1)CCCCC3	-19%	-2	-1.0%	6%	·	2%	1	8%	18	2	13
COc1cccc2cc(C(=O)C3=C(O)C(=O)N(CCN(C)C)C3c3ccc(F)cc3)oc12 (stereo not given)	-2%[11.7 µM]	2	-0.2%	-1%	-1%	1%	·	-1%	-10	1	-9
Cc1c(Cl)cccc1-n1c(SCC(=O)NCc2ccccc2Cl)nnc1-c1ccncc1	?	10	-0.2%	-2%	-4%	-1%	-2	-6%	4	5	-16
O=c1[nH]c2ccc(S(=O)(=O)N3CCN(c4ccccc4)CC3)cc2[nH]c1=O	?	11	-0.1%	0%	0%	2%	5	-2%	-10	13	10
CC(=O)C1C(c2ccccc2Cl)NC(=O)NC1(O)C(F)(F)F (stereo not given)	7%	8	-0.1%	1%	-4%	1%	1	0%	13	3	-3
Cc1ccc(C(=O)N/C(=C/c2ccccc2)C(=O)NC(Cc2ccccc2)C(=O)O)cc1 (stereo not given)	9%	-5	0.1%	2%	-3%	0%	4	4%	4	13	-2
CCOc1cccc(N2C(=O)CC(NNC(=O)c3ccc(Br)o3)C2=O)c1 (stereo not given)	·	-10	-0.1%	1%	-2%	·	-2	20%	12	2	-24
O=C(COC(=O)COc1ccccc1[N+](=O)[O-])Nc1ccc(S(=O)(=O)N2CCCCC2)cc1	16%	3	-0.6%	-8%	-3%	0%	-2	-9%	-2	-3	1
Cc1cc(=O)oc2cc(OC(=O)c3ccccc3)ccc12	-1%	0	-1.0%	8%	5%	-1%	2	182%[activator]	-4	0	6
O=C1/C(=C/c2cccnc2)SC(=S)N1C1CCS(=O)(=O)C1 (stereo not given)	0%	8	-0.3%	4%	-1%	0%	-3	-1%	-9	2	0
